# Assay outcomes as filed in PubChem BioAssay.
# SRC1 inh = SRC1 coactivator transcriptional activity inhibitors, primary screen, cell-based, luminescence; Nuclear receptor coactivator 1 (Homo sapiens), Q15788; inhibition, % at 3.6 µM; 360,000 compounds, 0.12% hits; AID 588354, 2011; HEK293 GAL4-SRC1 luciferase reporter;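 active = inhibition above the campaign mean plus 3 SD, with each screening campaign given its own cutoff, cut at about 60% in these data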;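 note: 0% = DMSO treated cells and 100% = gossypol at 36 µM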
# Target sequence (Q15788 whole entry, looked up, the tested form may be a part): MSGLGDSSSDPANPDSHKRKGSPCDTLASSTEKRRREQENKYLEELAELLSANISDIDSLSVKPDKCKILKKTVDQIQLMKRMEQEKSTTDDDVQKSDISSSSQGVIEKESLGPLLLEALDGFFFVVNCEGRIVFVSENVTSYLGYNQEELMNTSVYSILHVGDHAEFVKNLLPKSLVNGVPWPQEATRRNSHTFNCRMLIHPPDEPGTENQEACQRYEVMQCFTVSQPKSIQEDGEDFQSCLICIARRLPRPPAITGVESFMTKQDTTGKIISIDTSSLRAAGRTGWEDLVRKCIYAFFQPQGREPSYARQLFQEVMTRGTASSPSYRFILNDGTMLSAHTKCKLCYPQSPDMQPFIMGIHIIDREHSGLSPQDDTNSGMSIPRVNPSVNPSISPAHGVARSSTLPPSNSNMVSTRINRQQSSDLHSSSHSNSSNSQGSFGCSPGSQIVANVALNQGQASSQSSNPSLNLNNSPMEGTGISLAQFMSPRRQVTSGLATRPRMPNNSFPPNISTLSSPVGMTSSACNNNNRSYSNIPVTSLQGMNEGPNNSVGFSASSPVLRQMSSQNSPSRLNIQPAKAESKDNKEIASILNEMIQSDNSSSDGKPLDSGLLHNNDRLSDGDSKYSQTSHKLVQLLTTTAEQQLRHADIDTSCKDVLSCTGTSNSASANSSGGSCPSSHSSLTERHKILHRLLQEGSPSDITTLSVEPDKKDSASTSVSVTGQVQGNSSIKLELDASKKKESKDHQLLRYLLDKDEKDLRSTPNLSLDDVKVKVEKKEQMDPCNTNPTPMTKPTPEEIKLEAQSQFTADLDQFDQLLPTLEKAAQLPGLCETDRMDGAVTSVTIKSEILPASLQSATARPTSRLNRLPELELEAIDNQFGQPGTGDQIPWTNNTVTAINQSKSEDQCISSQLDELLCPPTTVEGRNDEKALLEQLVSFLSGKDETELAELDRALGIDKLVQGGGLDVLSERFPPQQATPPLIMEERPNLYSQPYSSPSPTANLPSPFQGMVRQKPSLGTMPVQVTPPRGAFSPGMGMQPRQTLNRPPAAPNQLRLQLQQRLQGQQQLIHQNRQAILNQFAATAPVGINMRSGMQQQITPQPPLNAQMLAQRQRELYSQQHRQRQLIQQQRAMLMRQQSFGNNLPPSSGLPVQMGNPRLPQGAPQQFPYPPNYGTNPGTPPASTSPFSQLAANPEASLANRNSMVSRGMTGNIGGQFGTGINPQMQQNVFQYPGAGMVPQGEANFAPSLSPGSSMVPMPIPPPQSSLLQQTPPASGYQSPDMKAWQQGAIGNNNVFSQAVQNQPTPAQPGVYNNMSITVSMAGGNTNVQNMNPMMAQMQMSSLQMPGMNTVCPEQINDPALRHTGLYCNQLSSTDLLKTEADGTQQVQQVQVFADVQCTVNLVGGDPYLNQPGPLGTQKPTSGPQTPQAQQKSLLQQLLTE
# TRAIL sens C8 = viability loss with TRAIL in NB7+C8 cells, primary screen, TRAIL sensitizer project, cell-based, ATPlite luminescence | inhibition (viability loss, TRAIL sensitization), % at 10 µM | 360,000 compounds, 1% hits | AID 624354, 2012;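 active = compounds causing at least 50% loss of cell viability in the single-dose screen, relative to plate controls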
# TROY NFkB inh = inhibitors of TROY-driven NF-kB signaling, primary screen, Q293 LMP1-TROYcd cells, NF-kB luciferase, uHTS; Q293 LMP1-TROYcd NF-kB luciferase reporter, 4 h; inhibition, % at 10 µM; 360,000 compounds, 0.98% hits; AID 1347056, 2019;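 active = compounds whose plate-normalised and pattern-corrected inhibition of the luciferase reporter signal at the single screening dose is 50% or more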
# CF NFkB inh = inhibitors of PAF-induced NF-kB signaling, primary screen, cell-based, GFP fluorescence, uHTS | KKLEB NF-kB-GFP reporter, GFP fluorescence overnight | inhibition, % at 5 µM | 360,000 compounds, 0.86% hits;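 active = at least 50% inhibition at 5 µM, scaled per plate between neutral and stimulator controls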;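 note: PAF is a Pseudomonas aeruginosa culture filtrate used as stimulus; plate controls were PAF-stimulated DMSO wells for no effect and unstimulated DMSO wells for full effect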
# EBV LMP1 NFkB = EBV LMP1-driven NF-kappaB luciferase reporter inhibitors, primary screen, cell-based, luminescence, single point; LMP1-induced NF-kappaB luciferase reporter cells; 350,000 compounds, 0.69% hits; AID 504558, 2011; inhibition, % at 12.5 µM; in the data active = inhibition above about 41%;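 note: 0% = neutral control wells and 100% = reference inhibitor control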
# NCOA3 inh = SRC3 coactivator transcriptional activity inhibitors, primary screen, cell-based, luminescence; inhibition, % at 3.6 µM; 360,000 compounds, 0.17% hits; AID 588352, 2011; HEK293 GAL4-SRC3 luciferase reporter; Nuclear receptor coactivator 3 (Homo sapiens), Q9Y6Q9;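 active = inhibition above a per-campaign cutoff, the mean of all compounds plus 3 SD, cut at about 60% in these data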;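 note: 0% = DMSO-treated cells and 100% = gossypol-treated cells at 36 µM; higher means less SRC3-driven luciferase light from the GAL4 reporter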
# KKLEB cytotox = cytotoxicity in KKLEB CF airway cells, primary screen, cytotoxicity control for CF NF-kB inhibitor project, cell-based, uHTS, fluorescence assay plates; KKLEB CF airway cells viability, ATPlite luminescence, overnight; active compounds read low; cells stimulated with P. aeruginosa culture filtrate; activity change (cytotoxicity), % at 5 µM; 360,000 compounds, 0.36% hits;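 active = corrected activity change at or below -50% at 5 µM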
# TWEAK Fn14 block = inhibitors of TWEAK-Fn14 signaling, primary screen, luciferase reporter cells, uHTS; TWEAK-stimulated Fn14 reporter cells, luciferase luminescence, 8 h; inhibition, % at 10 µM; 360,000 compounds, 2% hits; AID 1159606, 2016; in the data active = inhibition above about 50%
# SRC2 inh = inhibition of GAL4-SRC2 driven luciferase reporter, primary screen, SRC2 inhibitor project, cell-based, luminescence; HEK293 GAL4-SRC2 luciferase reporter; AID 651957, 2012; inhibition, % at 9 µM; 370,000 compounds, 0.17% hits;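 active = inhibition above the mean inhibition of all tested compounds plus 3 SD, set per campaign, cut at about 52% in these data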;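 note: 0% = DMSO treated cells and 100% = cells given Gossypol at 36 µM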
# COUP-TFII inh = NR2F2 transcriptional activity inhibitors, primary screen, cell-based, luciferase reporter, HEK293T, luminescence. inhibition, % at 8.6 µM. 370,000 compounds, 0.7% hits. AID 686940, 2013. HEK293T NGFI-A luciferase reporter;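 active = inhibition above a per-plate cutoff, mean inhibition of test wells between control levels plus 3 SD, cut at about 38% in these data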;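 note: cells cotransfected with COUP-TFII expression vector driving the NGFI-A reporter; 0% = median of COUP-TF2 test wells and 100% = reporter-only cells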
# LRH-1 inv ag = LRH-1 (NR5A2) inverse agonists, primary screen, cell-based, luminescence, HEK293T, StAR-luciferase reporter. 360,000 compounds, 0.13% hits. inhibition, % at 3.6 µM. LRH-1 transfected, 24 h;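 active = inhibition above the mean inhibition of all tested compounds plus 3 SD, cut at about 73% in these data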;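 note: 0% = DMSO wells and 100% = reporter-only cells lacking LRH-1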
# The depositor's hits bear a star; nt = no result given; & = joins results of further samples; ! = a repeat was not active.
SMILES,SRC1 inh,TRAIL sens C8,TROY NFkB inh,CF NFkB inh,EBV LMP1 NFkB,NCOA3 inh,KKLEB cytotox,TWEAK Fn14 block,SRC2 inh,COUP-TFII inh,LRH-1 inv ag
FC(F)(F)c1ccc(NC(=S)NCc2ccccc2)cc1,5,0,35,37,5,1,-11,0,2,2,6
COc1ccc(C(=O)COC(=O)/C=C/c2ccccc2)c(OC)c1,7,-26,-44,-21,-2,6,16,-26,-30,-23,11
CC(Nc1ccc([N+](=O)[O-])cc1[N+](=O)[O-])c1ccccc1 (centres undefined),16,-12,5,5,-1,-22,-2,-18,6,2,17
O=C(COc1ccccc1C(=O)Nc1ccccc1)NCCc1ccccc1,-23,-3,-9,-4,-9,6,9,-9,-30,-2,-8
Cc1ccc2nc(NCCCNC(=O)c3cnccn3)c(C#N)cc2c1,-6,4,-4,-18,6,7,8,10,-24,24,-21
COc1ccc(CNC(=O)[C@@H](NC(=O)C2CCN(S(=O)(=O)c3ccc(C)cc3)CC2)C(C)C)cc1OC,-21,-8,2,-1,4,9,1,4,4,-18,2
Cc1nc2ccc(NC(=O)COc3ccccc3C)cc2s1,7,-1,-65,3,-7,13,10,-19,-14,-8,-13
Cc1ccc(S(=O)(=O)N2CCC[C@H]2C(=O)OC(C)C(=O)Nc2ncc(Cl)cc2Cl)cc1 (some centres undefined),-19,-14,-20,3,4,7,3,1,-33,8,5
COc1cccc(C2/C(=C(/O)c3ccc4c(c3)OCO4)C(=O)C(=O)N2CCN2CCOCC2)c1 (centres undefined),-17,2,-14,-12,-3,-11,-12,-14,14,9,6
Cc1ccccc1S(=O)(=O)NC(=NCc1ccc(F)cc1)c1ccccc1,-14,1,3,-4,5,2,2,39,2,4,-8
O=C(NCc1ccccn1)c1ccc2nc(C3CCCCC3)oc2c1,-32,-1,-44,3,0,6,-3,-16,-36,-11,-15
Cn1c(=O)c2c(nc(Br)n2CC(=O)C23CC4CC(CC(C4)C2)C3)n(C)c1=O,-2,11,12,-21,8,14,8,-7,-9,-3,14
O=C(NCCCN1CCOCC1)C(=O)NCC1OCCCN1S(=O)(=O)c1cc(F)ccc1F (centres undefined),-26,-13,-1,13,-2,-8,-2,16,8,-6,-7
O=C(Cc1nc(-c2ccc(Br)s2)cs1)NCCN1CCOCC1,-14,-2,16,-10,8,5,-23,-1,-9,-27,2
COCCCn1c2nc3ccccc3nc2c2c(=O)n(Cc3ccc(Cl)cc3)cnc21,-14,-9,-2,-6,-1,11,2,16,7,5,-7
CC(C)C(=O)N(Cc1ccccc1)S(=O)(=O)c1ccc2c(c1)oc(=O)n2C,-30,13,9,-11,-5,-4,0,7,8,9,3
COC(=O)Cc1ccc(NC(=S)NCCC(C)C)cc1,-7,10,-5,10,-2,-16,-6,-8,10,-6,-14
COc1cccc(-c2cc(=O)[nH][nH]2)c1,-37,-1,-35,-7,-8,4,-4,-15,-21,26,12
CC(Nc1nc(-c2ccc(F)cc2)cs1)c1nc2cc(Cl)c(N3CCCCC3)cc2n1CCOCCO (centres undefined),-12,4,-14,1,5,-15,-21,-16,-3,10,-6
CCN1CCN(Cc2ccc(NC(=O)c3cc(NC(=O)c4cnnc5ccccc45)cc(OC)c3)cc2C(F)(F)F)CC1,-28&-21,56*!,-25&-18,34&14,-5&6,-33&-31,-12&-7,-28&-24,-13&3,-4&14,-15&5
COc1ccc(NS(=O)(=O)c2ccc(N3CCCCC3)c(N)c2)cc1,12,15,12,10,25,13,-13,33,10,56*,31
O=C(Nc1ccccc1Cl)N1CCSc2ccccc21,7,-8,12,10,-6,-10,2,-12,0,-2,5
COc1cc(/C=C/C(=O)c2ccc3c(c2)OCCO3)cc(OC)c1OC,19,19,23,33,12,24,-12,67*,46,2,14
Cc1ccc(S(=O)(=O)C2(C(=O)NCc3ccccc3Cl)CC2)cc1,6,-27,9,0,-6,7,0,0,21,6,6
CC(C)CNC(=O)C1(C)CCCN1Cc1ccc(OC(F)(F)F)cc1 (centres undefined),1,-6,-3,0,nt,-7,0,-7,-15,5,-13
CCOC(=O)C1(C)CCCN1C(=O)c1c(F)cccc1F (centres undefined),-4,-11,-2,-2,nt,4,8,-5,-15,6,3
CC(C)CN(C(=O)CCC(=O)OCc1ccc(Cl)cc1Cl)c1c(N)n(CC(C)C)c(=O)[nH]c1=O,-31,-3,22,10,10,15,-24,-8,4,5,19
CCCCNC(=O)CSc1nc2ccc(N3CCOCC3)cc2c(=O)n1Cc1ccc(OC)cc1,-43,-4,-51,0,-6,-23,-2,-6,-45,-22,-49
CCN(CC)C(=O)Cn1nc(-c2ccc(Cl)cc2)c2ccccc2c1=O,4,8,-5,11,2,-10,-3,-14,13,17,8
Cc1cc(=O)oc(C)c1C(=O)N[C@@H](Cc1ccccc1)C(=O)O,7,-3,-6,-7,1,-6,0,-11,-25,7,9
Cc1ccc(C(=O)Nc2cccc(C(F)(F)F)c2)cc1Nc1cncnc1,-5&-7,-2&2,8&12,29&22,4&7,1&-13,-3&-7,-3&-28,14&-23,12&9,-39&-35
O=C(COC(=O)CCCN1C(=O)c2cccc3cccc(c23)C1=O)Nc1cccc(C(F)(F)F)c1,-3,-15,-15,22,-2,-2,-6,-13,4,10,16
CC1CCCN(c2nc(-c3cccnc3)nc3scc(-c4ccccc4)c23)C1 (centres undefined),-3,10,-27,10,-12,0,-2,9,-5,20,-30
Cc1ccccc1-c1nnc(-c2cccc3ccccc23)o1,-90,51*,-88,0,-36,-85,-42,-26,-22,-32,-27
O=c1cnnc(Nc2cccc(C(F)(F)F)c2)[nH]1,-3,-13,-2,-1,-4,10,2,-15,5,7,-12
CCOC(=O)c1sc(CS(=O)(=O)c2ccc(Cl)cc2)nc1C,11,-3,-22,8,1,4,-9,0,-21,1,12
Cc1ccc(OCC(=O)N2CCN(C(=O)c3ccco3)CC2)cc1,-18,-18,-18,-22,10,-9,-6,-1,-12,13,-18
COCC(N)(c1ccccc1)c1nc2ccccc2n1C (centres undefined),-14,3,-16,2,-6,14,2,-1,12,12,10
O=C(Cc1ccccc1[N+](=O)[O-])NC1CC2CCC1C2 (centres undefined),4,1,14,-18,3,4,6,6,-4,18,1
CCN(CC)c1ccc(CNc2nc3ccccc3n2CC)cc1,-1,-14,-3,-4,-4,22,-2,-21,-17,8,6

# Shown tab-delimited: entries from further up
molecule	SRC1 inh	TRAIL sens C8	TROY NFkB inh	CF NFkB inh	EBV LMP1 NFkB	NCOA3 inh	KKLEB cytotox	TWEAK Fn14 block	SRC2 inh	COUP-TFII inh	LRH-1 inv ag
FC(F)(F)c1ccc(NC(=S)NCc2ccccc2)cc1	5	0	35	37	5	1	-11	0	2	2	6
COc1ccc(C(=O)COC(=O)/C=C/c2ccccc2)c(OC)c1	7	-26	-44	-21	-2	6	16	-26	-30	-23	11
CC(Nc1ccc([N+](=O)[O-])cc1[N+](=O)[O-])c1ccccc1 (centres undefined)	16	-12	5	5	-1	-22	-2	-18	6	2	17
O=C(COc1ccccc1C(=O)Nc1ccccc1)NCCc1ccccc1	-23	-3	-9	-4	-9	6	9	-9	-30	-2	-8
Cc1ccc2nc(NCCCNC(=O)c3cnccn3)c(C#N)cc2c1	-6	4	-4	-18	6	7	8	10	-24	24	-21
COc1ccc(CNC(=O)[C@@H](NC(=O)C2CCN(S(=O)(=O)c3ccc(C)cc3)CC2)C(C)C)cc1OC	-21	-8	2	-1	4	9	1	4	4	-18	2
Cc1nc2ccc(NC(=O)COc3ccccc3C)cc2s1	7	-1	-65	3	-7	13	10	-19	-14	-8	-13
Cc1ccc(S(=O)(=O)N2CCC[C@H]2C(=O)OC(C)C(=O)Nc2ncc(Cl)cc2Cl)cc1 (some centres undefined)	-19	-14	-20	3	4	7	3	1	-33	8	5
COc1cccc(C2/C(=C(/O)c3ccc4c(c3)OCO4)C(=O)C(=O)N2CCN2CCOCC2)c1 (centres undefined)	-17	2	-14	-12	-3	-11	-12	-14	14	9	6
Cc1ccccc1S(=O)(=O)NC(=NCc1ccc(F)cc1)c1ccccc1	-14	1	3	-4	5	2	2	39	2	4	-8

# A second format for some results above:
# Values run as follows: SRC1 inh, TRAIL sens C8, TROY NFkB inh, CF NFkB inh, EBV LMP1 NFkB, NCOA3 inh, KKLEB cytotox, TWEAK Fn14 block, SRC2 inh, COUP-TFII inh, LRH-1 inv ag
Cc1ccc(OCC(=O)N2CCN(C(=O)c3ccco3)CC2)cc1
 : -18, -18, -18, -22, 10, -9, -6, -1, -12, 13, -18
COCC(N)(c1ccccc1)c1nc2ccccc2n1C (centres undefined)
 : -14, 3, -16, 2, -6, 14, 2, -1, 12, 12, 10

# (list continues)
SMILES,SRC1 inh,TRAIL sens C8,TROY NFkB inh,CF NFkB inh,EBV LMP1 NFkB,NCOA3 inh,KKLEB cytotox,TWEAK Fn14 block,SRC2 inh,COUP-TFII inh,LRH-1 inv ag
Cc1cc(Cl)ccc1OCc1nnc2n1CCCCC2,-2,-4,-5,-1,2,-9,3,9,-63,15,-14
Cc1noc(/C=C/N(C)C)c1S(=O)(=O)N1CCCC(C(=O)NC2CCCCC2C)C1 (centres undefined),4,3,1,-2,2,6,-3,10,-14,8,25
O=c1[nH]cccc1-c1nc2ccccc2n1Cc1cccc(Cl)c1,11,-4,-33,-1,-4,0,7,-1,-3,-33,6
CC1=C(/C=C/C(C)=N\NC(=O)c2ccncc2)C(C)(C)CCC1,3,0,-7,2,4,-5,-1,6,-22,-10,-2
COc1ccccc1-c1sc2ccccc2c1-c1ccc2c(c1)OCCO2,-22,0,-3,-4,-6,-23,-18,-2,12,-4,-5
CCN(CC)S(=O)(=O)c1ccc(NC(=S)Nc2ccc(F)cc2)cc1,-5,0,-20,-6,-4,-12,5,-4,0,-3,-6
CC[C@H](NC(=O)/C=C/[C@H]1O[C@@H](n2cc(C)c(=O)[nH]c2=O)C[C@@H]1O)c1ccccc1,4,7,-1,-5,nt,3,-2,3,-3,-3,11
COCOCCn1cc(CN2CCS(=O)(=O)N(Cc3ccc(-c4ccc(Cl)cc4)cc3)C(CC(C)C)C2=O)nn1 (centres undefined),-35,18,28,-4,-4,-15,0,26,18,-5,4
O=C(NCCO)c1cccc(-c2ccc3nncn3c2)c1,0,-1,-1,14,nt,4,-15,9,4,8,-14
